Screens deposited in PubChem BioAssay by NCI.
NCI-60 one-dose screen, 48 h, at 10 µM unless noted. Numbers give growth in % (100 = growth as untreated, 0 = no growth, -100 = all killed).
NCI-H23: NCI-H23 lung cancer; 4% of 80,000 active
CAKI-1: CAKI-1 renal cancer; 4.7% of 75,000 active; AID 1794772
SF-539: SF-539 CNS cancer; 6.8% of 81,000 active; AID 1794752
U251: U251 CNS tumor cells. 5.4% of 80,000 active. AID 1794753
SF-295: SF-295 CNS cancer cells; AID 1794758; 5.6% of 79,000 active
SNB-75: SNB-75 CNS cancer; 5% of 79,000 active; AID 1794750
SF-268: SF-268 CNS cancer cells | 3.1% of 82,000 active
SNB-19: SNB-19 CNS cancer cells; 2.5% of 81,000 active; AID 1794751
A498: A498 renal cancer cells | 5.4% of 76,000 active | AID 1794774
Active calls of the source: *; . = no result given; & = joins results of further samples; ! = not active in a repeat. The calls were made as follows: active = growth percent below 10; inactive = the rest.

canonical_smiles	NCI-H23	CAKI-1	SF-539	U251	SF-295	SNB-75	SF-268	SNB-19	A498
CCNc1nc(-c2ccc(Cl)c(OC)c2)c(-c2ccnc(NCCNS(=O)(=O)c3ccccc3)n2)s1	69	86	82	72	58	83	73	71	67
CN1CCN(c2ccc3nc(-c4ccc5nc(-c6ccc(C(F)(F)F)cc6)[nH]c5c4)[nH]c3c2)CC1	68	43	47	35	51	30	71	74	.
COC(=O)[C@H](Cc1ccccc1)NC(=O)C1(C)CCC[C@]2(C)[C@H]3C[C@H]4C(C(C)C)=C[C@]3(CC[C@@H]12)[C@@H]1C(=O)OC(=O)[C@@H]14 (stereo not given in full)	94	91	95	88	80	93	97	84	105
COC1=CC(=O)C=C(OC)C1(O)CC(C)=O	108	101	106	99	100	94	114	100	98
CC(=O)NC(C)Cc1ccc([N+](=O)[O-])cc1 (stereo not given)	99	102	100	99	96	93	104	95	.
CCCCOc1ccc(/C=C2/SC(N3CCCC3)=NC2=O)cc1	99	97	88	85	94	.	99	93	91
CCCCOc1ccc([N+](=O)[O-])cn1	101	99	102	105	105	104	114	113	125
Oc1ccccc1C=NCCN1CCN(CCN=Cc2ccccc2O)C1c1ccccc1O (stereo not given)	102	88	92	98	117	99	99	102	116
CC(C)CC(=O)/C=C\c1ccco1	97	93	111	97	100	93	111	107	.
N#CSCCSC#N	108	123	108	101	119	93	103	98	105
C=C1[C@@H](O)C[C@H]2C(C)(C)C[C@H](Cl)C[C@]2(C)[C@H]1C[C@H](O)[C@H]1CC(=O)NC1=O	-36*	1.9*	-35*	-17*	-29*	-37*	-21*	-21*	-76*
CN1CCN(Cn2nc(-c3cc(Cl)cc(Cl)c3Cl)oc2=S)CC1	90	60	106	97	88	81	109	95	95
COc1ccc(C(=O)OC(c2cc3c(cc2Br)OCO3)C(C)Br)cc1 (stereo not given)	86	68	94	86	95	91	92	101	81
CCOc1ccc(Nc2ccc(OCC)cc2)cc1	88	.	94	80	96	83	88	89	85
CC(C)(C)c1cc(Cl)c(O)c(CNCCO)c1	112	94	107	112	97	90	106	113	89
O=C(/C=C\c1ccc(NCc2ccc(C(=O)O)cc2)cc1)CCl	94	105	95	85	96	91	74	97	56
COc1cc(-c2nc(SCCC(C)C)nc(Nc3ccc(O)cc3)c2C#N)cc(OC)c1OC	100	99	102	104	104	114	99	98	117
CCCCc1nc2c(N)nc3ccccc3c2n1Cc1ccc(CO)cc1	91	79	98	100	88	.	89	96	85
COc1ccc(-c2n[nH]c(=O)c3c2sc2ncc(-c4ccc(Br)cc4)n23)cc1	92	94	97	117	103	100	95	101	.
CCOC(=O)N1Cc2cc3ccccc3nc2C1	92	99	94	102	97	91	98	92	100

Another view of part of the listing above:
> CCOc1ccc(Nc2ccc(OCC)cc2)cc1
- NCI-H23: 88
- CAKI-1: .
- SF-539: 94
- U251: 80
- SF-295: 96
- SNB-75: 83
- SF-268: 88
- SNB-19: 89
- A498: 85

> CC(C)(C)c1cc(Cl)c(O)c(CNCCO)c1
- NCI-H23: 112
- CAKI-1: 94
- SF-539: 107
- U251: 112
- SF-295: 97
- SNB-75: 90
- SF-268: 106
- SNB-19: 113
- A498: 89

Next section
canonical_smiles	NCI-H23	CAKI-1	SF-539	U251	SF-295	SNB-75	SF-268	SNB-19	A498
Cc1ccc(C(=O)c2ccccc2C(=O)O)cc1	126	99	91	88	105	91	105	101	94
O=C(/C=C/c1cccs1)c1cccs1	98	92	108	103	93	101	106	96	.
N#Cc1c(NC(=O)c2ccccc2)nn2c3c(cnc12)CCCC3	97	93	97	101	100	74	96	98	90
CN(C)S(=O)(=O)c1ccc(-c2nc(C(Cl)Cl)nc3cc(-c4ccc(F)cc4)nn23)cc1	-3.3*	3.7*	32	2.8*	22	48	19	23	50
C=C1C(=O)O[C@H]2[C@H]1CC/C(COC(=O)/C=C/c1cccnc1)=C\CC[C@@]1(C)O[C@@H]21	56	.	6.1*	58	84	72	58	75	92
O=C(Cn1c2c(sc1=O)[C@H]1[C@@H](O)[C@@H](O)[C@H](O)[C@@H]1CS2)Nc1ccc(F)cc1	107	94	102	102	108	86	99	105	115
COC(=O)Nc1nc2ccc(C(=O)c3ccccc3)cc2[nH]1	32&19&34	15&27&49	-34*	17&20&24	-13*	8.7*!	27&21&54	33&14&34	-12*!
CC(=O)Oc1ccccc1Cl	109	106	114	98	99	96	101	106	112
COC(=O)c1cc(-c2ccc(OC)cc2)[nH]c(=O)c1C#N	112	89	93	108	93	120	109	.	122
COC(=O)C(Cc1ccc(OC)cc1)c1ccccc1 (stereo not given)	98	98	97	90	98	98	100	96	63
Cc1ccc2[nH]c(=O)cc(-n3ncc(C#N)c3N)c2c1	106	94	99	108	103	95	100	102	.
Nc1ccc(-c2ccc(Br)cc2)cc1	100	90	109	99	93	96	88	99	77
Clc1ccc(Cl)c(Cc2cc(Cl)ccc2Cl)c1	103	91	93	98	87	94	91	89	113
CCCCCCC(C)C(CC)(C(=O)OCC)C(=O)OCC (stereo not given)	101	103	100	99	101	103	98	98	71
Clc1ccc(C2=Nn3c(N/N=C/c4c[nH]c5ccccc45)nnc3SC2)cc1	97	83	77	93	102	62	66	86	83
Nc1ccccc1SC1CC(=O)N(c2cccc(Cl)c2)C1=O (stereo not given)	97	84	89	94	97	78	99	102	112
N/C(=N\c1sc(-c2ccccc2)nc1-c1ccccc1)c1ccccc1	86	73	94	77	94	90	89	98	92
CCN(CC)/N=N/c1nc[nH]c1C(N)=O	90	18	95	95	63	.	60	100	89
Nc1nc(O)cc(=O)[nH]1	100	99	102	95	105	96	100	106	101
O=S(=O)(c1ccccc1)N1CCCCCCC1	103	97	98	92	103	70	97	95	89
CCCCC(=O)OCC1OC(n2cnc3c(=S)nc[nH]c32)C(OC(=O)CCCC)C1OC(=O)CCCC (stereo not given)	28	.	20	70	30	51	39	64	25
CCOC(=O)C1=C(C)NC(C)=C(C(=O)OCC)C1c1ccccc1Cl	101	73	89	93	68	65	108	90	91
COC(=O)c1nc(N)nc(C(=O)OC)c1C(=O)c1ccc(C)cc1	110	101	107	112	102	111	97	102	161
CCN(CC)CC(O)c1ccc2ccccc2c1 (stereo not given)	102	93	86	99	93	84	102	106	.
COc1cc(C2CC(c3ccc(Oc4ccc(Br)cc4)cc3)=NN2c2nc(-c3ccc(Cl)cc3)c(C#N)c(N3CCOCC3)n2)cc(OC)c1OC (stereo not given)	.	85	94	105	105	99	109	100	114
O=C(Nc1cccc([N+](=O)[O-])c1)c1cc(=O)c2ccccc2[nH]1	86	97	94	105	95	86	106	100	113
COc1ccc(-c2nnc(COc3ccc(NC(=O)c4ccccc4)cc3F)o2)cc1	89	95	86	90	83	92	95	92	78
CN(C)c1ccc2nc3ccc(=[N+](C)C)c([N+](=O)[O-])c-3sc2c1	9.5*	43	37	6.0*	-1.4*	92	33	57	69
CC(C)(C)[C@@H](OCc1cn([C@H]2C[C@@H](O)[C@@H](CO)O2)c(=O)[nH]c1=O)c1ccc(C#Cc2ccccc2)cc1[N+](=O)[O-]	92	86	101	89	79	84	93	94	82
CC(=O)c1nc2ccccc2n1CCn1cnc2nc[nH]c2c1=O	94	95	101	104	110	70	117	97	107
O=[N+]([O-])c1ccc(S(=O)(=O)N/N=C\c2ccc(Cl)c(Cl)c2)cc1	106	58	90	102	80	89	90	89	81
COc1cc(OC)c2oc(=O)c(-c3ccccc3)cc2c1	102	89	97	94	102	90	101	94	98
Nc1cc(-c2ccc(Cl)cc2)nn1-c1nc(-c2ccccc2)cs1	95	96	98	96	96	89	102	93	98
COc1ccc([C@H]2c3cc(OC)c(OC)cc3C=C(C=O)C2CO)cc1OC (stereo not given in full)	63	52	38	36	13	16	61	51	104
COC(=O)c1ccc2[nH]c(O)c(C(=Nc3ccc(N(C)C(=O)CN4CCN(C)CC4)cc3)c3ccc(N)cc3)c2c1	70	64	51	82	99	43	62	84	93
O=C(N/N=C/C[C@@H]1[C@@H](COC2CCCCO2)[C@H](OC2CCCCO2)C[C@@H]1O)c1ccncc1 (stereo not given in full)	101	.	104	88	109	118	103	105	103
O=c1[nH]c(N2CCC(Cc3ccccc3)CC2)nc2sc3c(c12)CCCC3	96	.	105	92	95	89	95	106	102
Cc1ccc(/C=C/C(=O)c2ccc(-n3cc(CN4CCN(c5cc6c(cc5F)c(=O)c(C(=O)O)cn6C5CC5)CC4)nn3)cc2)cc1	81	70	74	73	87	71	72	86	64
COc1ccc(C(=O)C[n+]2ccccc2C)cc1	91	92	97	99	118	81	94	104	103
N=c1ccccn1CCO	101	106	107	109	124	113	110	93	90
CC(C)NCC1CCc2cc(CO)c([N+](=O)[O-])cc2N1 (stereo not given)	99	78	93	105	124	95	109	98	104
Cc1cc(Br)ccc1-n1cc(C#N)c(N)c1C(=O)c1ccc(Br)cc1	93	92	97	100	98	96	114	96	114
C/C(=N\NC(=O)c1ccc(S(N)(=O)=O)cc1)c1cc2cc(Br)ccc2o1	97	61	86	84	99	79	78	91	.
Cc1ccc([N+](=O)[O-])c(C(=O)O)c1	102	98	108	91	125	98	101	107	108
COc1ccc(-c2c(-c3nc4ccccc4s3)c(N)nc3c(C(=O)Nc4ccc(Cl)cc4)c(Nc4ccccc4)nn23)cc1	107	87	89	109	96	85	95	81	95
CCOC(=O)C(C#N)c1nc(SCC(=O)Nc2nc3ccc(C)cc3s2)nc(-c2ccccc2)c1C#N (stereo not given)	95	80	100	103	100	96	99	100	93
Cc1ccc(C2=Nc3ccc(Cl)cc3C3=NCN=NN23)cc1	100	76	90	.	82	103	92	92	90
Brc1csc2ncccc12	84	85	94	99	97	95	108	.	141
Cc1cccc(-n2c(CC#N)n[nH]c2=S)c1	102	92	107	94	90	89	103	94	93
O=C(N/N=C/c1ccc(O)cc1O)c1cccnc1	45	13	29	.	16	38	44	71	92

Structural class: the compounds so far containing an aryl thioether with sulfur outside any ring
canonical_smiles	NCI-H23	CAKI-1	SF-539	U251	SF-295	SNB-75	SF-268	SNB-19	A498
COc1cc(-c2nc(SCCC(C)C)nc(Nc3ccc(O)cc3)c2C#N)cc(OC)c1OC	100	99	102	104	104	114	99	98	117
Nc1ccccc1SC1CC(=O)N(c2cccc(Cl)c2)C1=O (stereo not given)	97	84	89	94	97	78	99	102	112
CCOC(=O)C(C#N)c1nc(SCC(=O)Nc2nc3ccc(C)cc3s2)nc(-c2ccccc2)c1C#N (stereo not given)	95	80	100	103	100	96	99	100	93

(next part)
canonical_smiles	NCI-H23	CAKI-1	SF-539	U251	SF-295	SNB-75	SF-268	SNB-19	A498
CN(CCCCN(C[C@H]1Cc2ncccc2CN1)[C@H]1CCCc2cccnc21)C1CCC(F)(F)CC1	107	74	99	82	97	.	88	91	99
Cc1c(C(=N)C(C#N)C#N)c(=N)oc2c1ccc1ccccc12	73	.	94	87	96	.	88	103	85
CCOC(=O)c1c(NC(=O)CSc2n[nH]c3nc4ccccc4n23)sc(CC)c1C	99	108	111	98	91	95	108	103	106
C#C[C@]1(O)CC[C@H]2[C@@H]3CC=C4c5sc(NCc6ccccc6)nc5CC[C@]4(C)[C@H]3CC[C@@]21C	54	51	-40*	23	-58*	23	48	66	8.6*
Cc1ccc(-c2nc([P+](c3ccccc3)(c3ccccc3)c3ccccc3)c(Nc3ccccc3)o2)cc1	-6.5*	-28*	-77*	-16*	-21*	-32*	11	2.2*	-38*
CCCCCCC(C)OC(=O)Nc1cccc2ccccc12 (stereo not given)	92	80	104	102	97	100	97	97	101
N#Cc1c(-c2ccc(F)cc2)nc(N/N=C2\NC(=O)CS2)nc1N1CCOCC1	112	.	108	98	103	87	98	101	100
CC(=O)Oc1ccccc1C(=O)N(Cc1ccc2c(Cl)cc(Cl)c(O)c2n1)c1ccccc1	50	39	59	28	33	51	40	42	58
O=C(OCCCCCOC(=O)c1ccccc1)c1ccccc1	99	93	137	97	116	89	93	.	137
CC(=O)NCC(=O)c1ccc([N+](=O)[O-])cc1	95	103	109	102	106	99	99	103	81

Next part, starting with the last three of the part before.
canonical_smiles	NCI-H23	CAKI-1	SF-539	U251	SF-295	SNB-75	SF-268	SNB-19	A498
CC(=O)Oc1ccccc1C(=O)N(Cc1ccc2c(Cl)cc(Cl)c(O)c2n1)c1ccccc1	50	39	59	28	33	51	40	42	58
O=C(OCCCCCOC(=O)c1ccccc1)c1ccccc1	99	93	137	97	116	89	93	.	137
CC(=O)NCC(=O)c1ccc([N+](=O)[O-])cc1	95	103	109	102	106	99	99	103	81
Nc1cc(-c2nc3sccn3c2-c2ccnc(NCCCNS(=O)(=O)c3ccc(F)cc3)n2)ccc1F	64	30	73	.	68	69	62	88	54
C/C(=N\Nc1nc(C)cs1)c1nnn(-c2ccc([N+](=O)[O-])cc2)c1C	100	92	100	102	102	100	104	95	85
Cc1ccc(S(=O)(=O)N2CCCC2CO)cc1 (stereo not given)	85	86	94	98	112	68	101	99	66
COC(=O)c1ccc(Cn2c(SC)nc(=O)n(Cc3ccc(Cl)cc3)c2=O)cc1	95	88	97	101	99	81	125	.	104
CC(=O)OCC(=O)[C@@]1(O)CC[C@H]2[C@@H]3CCC4=CC(=O)CC[C@]4(C)[C@@]3(Cl)[C@@H](O)C[C@@]21C	99	107	85	105	122	112	89	95	76
CN1C(=O)N(C)C2C1NC(=O)N2CC1(CC(=O)O)CCCCC1 (stereo not given)	98	90	98	102	102	80	98	101	103
Cc1ccc(S(=O)(=O)Nc2ccccc2N=Cc2c(F)c(F)c(F)c(F)c2F)cc1	98	92	90	100	100	90	95	98	110
CN(C)C(Cl)(N(C)C)C(Cl)(N(C)C)N(C)C	110	103	113	98	109	107	117	107	81

This is a random part of the collection. About 10% of those tested had a hit in this group.
